Screens as filed in PubChem.
Glioma ERSR ind = inducers of ER stress response in human glioma cells; U87-MG GRP78 promoter luciferase reporter, 16 h; Potency, µM, without a hit: at the highest dose activation, usual class: activators; actives 0.02% (n = 420,000); note: potency is the fitted concentration of half-maximal effect; series mostly up to about 76 µM; % of control where 0% means no effect; nearly all actives have a fitted effect of over 35% in size
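ERSR induction read as luciferase luminescence (Bright-Glo, 10 min at room temperature) in stably transfected human U87-MG glioma cells exposed to compounds for 16 h, using GRP78 as sensor.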
LDHA block = LDHA (human) enzyme inhibition | P00338 | activity change, % (values are at about 110 or 230 µM) | AID 1347041 | actives 0.15% (n = 480,000) | purified LDHA, NADH/diaphorase-resazurin fluorescence; active compounds read low; in the data active = activity change below about -30%; inconclusive = mostly about -25% to -30%;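 note: plate controls were DMSO wells for no effect and wells without enzyme for full effect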
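Resorufin fluorescence (ex540/em590), read at 0 and 20 min after diaphorase/resazurin addition, reports the NADH left after a 5 min room-temperature reaction of 2 nM human LDH5 with 0.06 mM NADH and 0.2 mM pyruvate.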
APEX1 inh = APE1 (human) endonuclease inhibition; P27695; recombinant APE1, TAMRA/BHQ-2 abasic DNA cleavage fluorescence; Potency, µM (doses to about 65.8 µM), without a hit: at the top dose activity change, negative = inhibition, usual class: inhibitors; actives 0.35% (n = 350,000); AID 2517;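 note: potency is the fitted concentration of half-maximal effect; plate controls were vehicle for no effect and reference inhibitor for full effect; nearly all actives have a fitted effect of over 55% in size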
Target sequence (P27695 whole entry, looked up): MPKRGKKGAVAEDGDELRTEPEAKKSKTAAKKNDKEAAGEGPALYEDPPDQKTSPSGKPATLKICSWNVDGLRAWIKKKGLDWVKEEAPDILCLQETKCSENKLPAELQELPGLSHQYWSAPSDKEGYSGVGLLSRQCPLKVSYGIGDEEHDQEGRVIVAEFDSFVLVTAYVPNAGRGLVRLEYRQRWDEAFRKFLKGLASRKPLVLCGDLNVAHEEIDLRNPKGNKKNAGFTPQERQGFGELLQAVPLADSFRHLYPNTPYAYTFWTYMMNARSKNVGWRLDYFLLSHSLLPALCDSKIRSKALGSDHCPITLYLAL
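Step 1: APE1 (0.75 nM) with compound, 15 min RT. Step 2: add 50 nM fluorophore/quencher THF duplex. Step 3: three fluorescence reads 60 s apart (525/598 nm); read 3 minus read 1 = reaction progress.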
Apoferritin bind = binds horse apoferritin like a general anesthetic. actives 0.074% (n = 350,000). Potency, µM (doses to about 77.5 µM), for the others: top-dose activity change, negative = displacement, actives largely listed as inhibitors. apoferritin/1-aminoanthracene competitive binding, fluorescence; note: potency is the fitted concentration of half-maximal effect; % is set by controls: 0 for no effect and ±100 for the full control effect; nearly all actives have a fitted effect of over 20% in size
Target sequence (P02791 2-175 limits assumed): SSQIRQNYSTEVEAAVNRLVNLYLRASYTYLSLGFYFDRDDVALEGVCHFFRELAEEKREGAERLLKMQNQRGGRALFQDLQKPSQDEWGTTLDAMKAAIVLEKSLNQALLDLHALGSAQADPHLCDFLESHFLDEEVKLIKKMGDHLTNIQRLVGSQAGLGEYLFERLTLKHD
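Horse-spleen apoferritin (10 uM) in 50% saturated 1-aminoanthracene in PBS was incubated 10 min at room temperature with compound. Fluorescence (ex 380, em 535 nm) was normalized to free and bound 1-AMA, with concentration-response fitted by a four-parameter Hill equation.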
Pol kappa inh = DNA polymerase kappa (human) inhibition | actives 0.53% (n = 400,000) | Potency, µM (doses to about 107 µM), for the others: top-dose activity, negative = inhibition, hits mostly inhibitors | purified Pol kappa, fluorescent DNA synthesis assay, 10 min; note: potency is the fitted concentration of half-maximal effect; % is set by controls: 0 for no effect and ±100 for the full control effect
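Here, compound and 10 nM enzyme are combined for 15 min at room temperature; adding 50 nM substrate (final) starts DNA synthesis, tracked by fluorescence at 0 and 10 min against buffer-only wells.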
Pol iota inh = blocks human DNA polymerase iota activity | actives 1% (n = 390,000) | Potency, µM (series often up to 115 µM), for inactives: top-dose activity, negative = inhibition, most hits filed as inhibitors | AID 588590 | Q9UNA4 | Pol iota fluorescent replication assay, 10 min; note: potency is the fitted concentration of half-maximal effect
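Pol iota at 10 nM preincubated 15 min with compounds at room temperature; reaction started with fluorescent substrate, 50 nM final. Fluorescence read kinetically at 0 and 10 min; buffer-only wells as negative control.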
POLH inh = blocks human DNA polymerase eta activity; Q9Y253; recombinant Pol eta, fluorescent DNA replication assay; Potency, µM (top dose mostly 114 µM), for the others: top-dose activity change, negative = inhibition, hits mostly inhibitors; actives 1.2% (n = 390,000); AID 588591; note: potency is the fitted concentration of half-maximal effect; % is set by controls: 0 for no effect and ±100 for the full control effect
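Pol eta (10 nM) was preincubated with compounds for 15 min at room temperature, after which fluorescent replication substrate (50 nM final) was added to start the reaction. Fluorescence was read kinetically at 0 and 10 min.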
BLM inh = Bloom syndrome helicase (human) inhibition; P54132; recombinant BLM DNA unwinding, fluorescence dequenching; Potency, µM (titrated, usually from 56.1 µM), without a hit: at the top dose activity change, negative = inhibition, usual class: inhibitors; actives 0.2% (n = 350,000); AID 2528;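 note: potency is the fitted concentration of half-maximal effect; plate controls were vehicle for no effect and no enzyme for full effect; nearly all actives have a fitted effect of over 35% in size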
Pol beta inh = blocks human DNA polymerase beta activity | P06746 | Pol beta primer extension/strand displacement, fluorescence kinetic | Potency, µM (doses to about 114 µM), without a hit: top-dose activity change, negative = inhibition, usual class: inhibitors | actives 1.3% (n = 340,000) | AID 485314; note: potency is the fitted concentration of half-maximal effect; % is set by controls: 0 for no effect and ±100 for the full control effect
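Reaction started by 50 nM substrate onto compound-treated Pol beta (10 nM, 15 min preincubation, room temperature); plates read at 0 min and 10 min. Normalized concentration-effect data fitted by four-parameter Hill equation.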
Active calls of the source: *; u = inconclusive; x = no result given; & = joins results of further samples; [ ] = dose if it differs, or a comment. Unless noted, calls come from the whole dose curve; as a rule, active = well fitted curve in the direction sought with a large enough effect; inconclusive = small, poorly fitted or top-dose-only effect, or another doubt; inactive = no such curve, though single readings can be large; an effect the other way counts as inactive or inconclusive. These rows are one share of the data, so the mix of outcomes need not match the whole.

molecule,Glioma ERSR ind,APEX1 inh,POLH inh,Pol iota inh,Apoferritin bind,Pol beta inh,BLM inh,LDHA block,Pol kappa inh
CCc1ccc(C(=O)Nc2nc3ccccc3[nH]2)cc1,-18%,55%,15%,1%,-14%,29%,-3%,-7,0%
CC(C)NC(=O)COc1nncc2ccccc12,-1%,5%,-15%,85%[activator],-2%,9%,-4%,-3,-7%
N#Cc1c(-c2ccccc2)c(C#N)c2nc3ccccc3n2c1N,-5%,0%,-6%,16µM*,4%,-8%,-20%,-8,-35%
CC(NC(=O)Nc1ccc(Cl)cc1)c1ccccc1 (stereo unspecified),2%,-1%,-7%,-19%,-8%,27%,-2%,0,-5%
Cc1ccc(C)c(CN2C(=O)c3ccccc3Sc3ccc(C(=O)NCc4ccco4)cc32)c1,-2%,x,-11%,-1%,1%,3%,-11%,-6,-12%[60.1 µM]
O=C(CN1C(=O)CCS(=O)(=O)c2ccccc21)Nc1cccc(Cl)c1,3%,1%,2%,3%,6%,-2%,2%,-3,-6%
O=C(COC(=O)[C@@H]1CCCN1S(=O)(=O)c1ccc(Cl)cc1)NCC(F)(F)F,-2%,6%,-12%,1%,5%,-12%,-1%,-7,-10%
O=C(O)CCCCCn1c(SCc2cc(=O)n3cc(Cl)ccc3n2)nc2ccsc2c1=O,3%,6%,4%,11%,-11%,5%,-6%,-10,-3%
CNS(=O)(=O)c1ccc(NC(=O)c2csc(C)c2)cc1,5%,-4%,-10%,0%,-6%,0%,-2%,0,18%
O=S(=O)(c1ccccc1)c1nc(Cc2ccccc2)oc1N1CCOCC1,-3%,-13%,7%,53%[activator],57%[activator],48%,-1%,-2,-17%
O=C1c2ccccc2NC(c2ccccc2)N1Cc1ccccc1 (stereo unspecified),3%,x,-25%,152%[activator],x,x,x,-2,-5%
CC1CC(C)CN(C(=O)COC(=O)c2cc([N+](=O)[O-])ccc2N2CCOCC2)C1 (stereo unspecified),-4%,41%[activator],-20%,34%[activator],x,x,x,-4,2%
Cc1cc(C(=O)COC(=O)c2n[nH]c3ccccc23)c(C)n1CC1CCCO1 (stereo unspecified),-11%,4%,3%,1%,u,u,-3%,-1,-21%
COc1ccc(C(C(=O)NC2CCCCC2)N(C(=O)Cc2c[nH]c3ccccc23)c2ccc(NC(C)=O)cc2)cc1OC (stereo unspecified),-6%,7%,3%,12%,-15%,35%,-3%,-3,-4%
COc1ccccc1NC(=O)COC(=O)c1ccccc1OCC(=O)Nc1ccc(SC(F)F)cc1,0%,-1%,-22%,18%,1%,u,-3%,-6,-3%

Random excerpt: three compounds from above, in no set order.
molecule,Glioma ERSR ind,APEX1 inh,POLH inh,Pol iota inh,Apoferritin bind,Pol beta inh,BLM inh,LDHA block,Pol kappa inh
CC(C)NC(=O)COc1nncc2ccccc12,-1%,5%,-15%,85%[activator],-2%,9%,-4%,-3,-7%
Cc1ccc(C)c(CN2C(=O)c3ccccc3Sc3ccc(C(=O)NCc4ccco4)cc32)c1,-2%,x,-11%,-1%,1%,3%,-11%,-6,-12%[60.1 µM]
CC1CC(C)CN(C(=O)COC(=O)c2cc([N+](=O)[O-])ccc2N2CCOCC2)C1 (stereo unspecified),-4%,41%[activator],-20%,34%[activator],x,x,x,-4,2%

Further entries
molecule,Glioma ERSR ind,APEX1 inh,POLH inh,Pol iota inh,Apoferritin bind,Pol beta inh,BLM inh,LDHA block,Pol kappa inh
CCOC(=O)C1=CN(CC2CCCO2)C=C(C(=O)OCC)C1c1ccccc1C(F)(F)F (stereo unspecified),-5%,17%,-29%,149%[activator],-5%,1%,-17%,-1,1%
CCOc1ccc(N2C(=O)CC(S/C(N)=N/N=C/c3cccs3)C2=O)cc1 (stereo unspecified),-1%,7%,2%,15%,13%,-10%,-1%,-19,0%
Cn1c(=O)c2c(C(=O)O)cc(-c3ccccc3)nc2n(Cc2ccccc2)c1=O,1%,15%,-21%,138%[activator],40%[activator],0%,3%,-9,3%
CC12CCC(C(=O)N(CC(O)CN3CCCCCC3)C1=O)C2(C)C (stereo unspecified),-2%,-8%,-19%,58%[activator],-10%,4%,-1%,-12,-4%
CC(=O)c1cnc(Oc2cc(Cl)ccc2Cl)nc1C,-1%,-5%,-14%,6%,-8%,16%,-2%,-3,3%[60.1 µM]
CCOC(=O)c1ccc(S(=O)(=O)N2CCN(C(=O)c3cccc(S(=O)(=O)N4CC(C)OC(C)C4)c3)CC2)cc1 (stereo unspecified),13%,x,-11%,u,x,x,x,-2,-14%
COc1ccc(C(=O)c2nc3c(n2O)CCCCC3)cc1,0%,5%,-5%,7%,-18%,18%,4%,10,-5%
COc1ccccc1OCCSc1nc(C)c(Cc2ccccc2)c(=O)[nH]1,-4%,2%,-19%,36%[activator],-11%,0%,-2%,-4,-2%
COc1ccc(N(CC(=O)NCc2ccc(Cl)cc2)S(=O)(=O)c2c(C)nn(C)c2C)cc1,-7%,14%,-18%,20%,-11%,13%,-1%,-7,-5%
CC1CC(CC(=O)NNc2nc(-c3ccccc3)cs2)C(=O)O1 (stereo unspecified),-2%,12%,-15%,-4%,-5%,4%,-5%,0,-9%
CC(C)(C)C(=O)Nc1cc(-c2cccc(Br)c2)nn1-c1ccccc1,3%,x,-26%,7%,-19%,-29%,-9%,5,-3%[60.1 µM]
O=c1ccc2ccc(O)cc2o1,-1%&-5%,-3%,-11%,17%,539%[activator],x,3%,9,15%
CCOc1ccc(OCC)c(NC(=O)CCSCCc2ccccn2)c1,1%,0%,-16%,15%,-3%,1%,-6%,9,2%
Cc1csc(NC(=O)c2ccc(COc3ccccc3)o2)n1,1%,-5%,-17%,-21%,-24%,12%,-5%,1,-2%
CN(C)c1nc(N)c([N+](=O)[O-])c(NCCO)n1,-3%,8%,-12%,23%,-10%,13%,2%,-5,-10%
CC(C)N(C(=O)COC(=O)c1ccccc1C(=O)N1CCN(c2ccc(F)cc2)CC1)C(C)C,-8%,-2%,-5%,12%,-18%,26%,1%,7,-6%
CN1C(=O)Cc2cc(S(=O)(=O)N3CCN(c4ccccc4F)CC3)ccc21,-7%&-4%,-6%,-17%&-14%,5%&-20%,-14%&-5%,1%&8%,-2%&0%,-2&-3,-3%&-6%
COc1ccccc1N1CCN(C(=O)C2CCCN(S(=O)(=O)c3ccc4c(c3)CCCN4C(C)=O)C2)CC1 (stereo unspecified),-7%&-3%,47%,-10%&-15%,-11%&30%,u,-1%&-1%,0%&1%,3&-1,10%
COc1ccc(C(=O)NC2CC2)cc1OC1CCN(Cc2ccc(F)c(F)c2)CC1,-4%,31%,-16%,45%[activator],-10%,u,1%,-2,-2%
N/C(=N\OC(=O)CCC1CCCC1)c1cccc([N+](=O)[O-])c1,2%,4%,-9%,22%,u,16%[57.1 µM],-2%,-2,-8%
COC(=O)c1ccnc(/C=N/O)c1,2%,1%,10%,26%,-9%,-4%,4%,u,-1%
CCc1nc(N2CCN(c3nc(C)cc(C)n3)CC2)c2oc3ccccc3c2n1,x,1%,x,x,-10%,-2%,-2%,x,x
CCOc1cc(C)nc(N2CCC(C(=O)Nc3ccccc3OCC)CC2)n1,-2%,0%,-7%,51%[activator],-6%,14%,5%,-1,-8%
COc1ccc(C(=O)C(CN2CCCC2)c2ccccc2)cc1 (stereo unspecified),-15%,4%,17%,u,-22%,5%,0%,-1,-8%
COC(=O)C1(CC2CC(c3ccccc3)=NO2)CCN(C(=O)OC(C)(C)C)CC1 (stereo unspecified),1%,x,-10%,-6%,x,x,x,-2,-6%
O=S(=O)(NCc1ccccc1F)c1cccc(S(=O)(=O)N2CCOCC2)c1,-2%,3%,-19%,-27%,-15%,u,0%,5,-4%
c1ccc([C@H]2CC3C[C@@H](c4ccccc4)N2O3)cc1,-3%,1%,-14%,21%,u,u,-3%,-6,-5%
Cc1cc(F)ccc1S(=O)(=O)N1CCCOC1CNC(=O)C(=O)NCC(C)C (stereo unspecified),-5%,27%,-16%,29%,-6%,21%,-2%,2,0%
COc1ccc(NC(=O)CN(C)CC(=O)Nc2cccc(C(F)(F)F)c2)cc1,-5%,10%,-19%,158%[activator],-14%,-3%,-7%,-1,-5%
COc1ccc(S(=O)(=O)NC(C)C(=O)Nc2cccc(C(C)=O)c2)cc1 (stereo unspecified),-4%,-1%,3%,14%,5%,-1%,0%,-9,-11%
COc1cccc(CNC(=O)c2cccc(N3CCCS3(=O)=O)c2)c1,-3%,x,-6%,42%[activator],-6%,7%,1%,8,9%
O=C(NC1CCCCCC1)C(=S)NC1CCCCC1,0%,8%,-13%,177%[activator],-1%,-22%,-1%,-1,-6%
O=C(O)c1cc(-c2cccs2)nn1-c1ccccc1,-1%,3%,1%,-15%,-6%,-12%,0%,-1,-17%
CC(=O)COc1nc2c(c(-c3ccco3)c1C#N)CCc1ccccc1-2,-6%,-2%,-13%,63%[activator],-11%,3%,-9%,3,-8%
CC(C)C(NC(=O)c1c(F)cccc1F)C(=O)NC1CC(C)(C)NC(C)(C)C1 (stereo unspecified),-5%,39%,-5%,16%,5%,-19%,-3%,-2,-8%
Cc1ccc(-c2ccccc2NC(=O)C2C3C=CC(C3)C2C(=O)O)o1 (stereo unspecified),3%,-1%,-12%,32%,-11%,8%,-7%,0,-21%
Cc1ccccc1NC(=S)NCCc1ccccc1,-2%,4%,-20%,35%,-15%,12%,-7%,-1,-13%
O=P(O)(O)C(O)C(F)(F)C(F)(F)C(F)(F)C(F)F (stereo unspecified),1%,0%,8%,9%,14%,5%,4%,-7,-2%
O=C(c1ccccn1)N1CCN(S(=O)(=O)c2ccc3ccccc3c2)CC1,1%,-1%,-3%,48%[activator],-10%,3%,-2%,-3,-2%
S=C(NCc1ccccc1)Nc1cccc2ccccc12,0%,27%,-3%,19%,-14%,34%,-5%,2,-11%
